Source: PubChem
BCR signal inh – blocks chronic active B-cell receptor signaling; Potency, µM (top dose mostly 46.1 µM), without a hit: at the top dose ratio change, negative = lower green/red ratio, actives largely listed as inhibitors; 0.05% of 340,000 active; ABC-DLBCL IkBa-CBG/CBR reporter, luminescence ratio, 4 h; active = well fitted inhibition curve with a large enough effect in the signal ratio, with a control signal flat, not every such curve was filed as active; inconclusive = small, poorly fitted or top-dose-only effect, or effect the other way, or a change in a side signal; the % refers to the signal ratio;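 note: plate controls were basal doxycycline-induced cells for no effect and cells given 10 µM MG132 for full effect; MG132 reads +100%, hits lower the ratio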
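TMD8 ABC-DLBCL cells carrying doxycycline-inducible green luciferase fused to IkappaBalpha plus unfused red luciferase were exposed to compounds (up to 46 uM) for 4 hrs at 37C. Activity came from the overlap-corrected green/red luminescence ratio.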
* hit, by the source's call; ? = inconclusive. Potency is the fitted concentration of half-maximal effect. Not all compounds are listed (hit frequency here may not be typical).

SMILES	BCR signal inh
COc1ccc(CNc2ncnc3c2c(-c2ccccc2)cn3-c2ccc(C)c(Cl)c2)cc1	?
CCOC(=O)C1CCN(c2ncnc3c2c(-c2ccccc2)cn3-c2ccc(C)c(Cl)c2)CC1	2%
Cc1cc(NS(=O)(=O)c2ccc3oc(=O)c4ncn(C)c4c3c2)ccc1Br	-19%
Cc1cccn2c3c(c(=O)nc12)C(c1ccc(F)cc1)CC(=O)N3 (stereo not given)	?
Cc1ccccc1Cn1c(CN2CCC(C(=O)NCCc3ccccc3)CC2)cc2ccccc21	14%
Cc1cc(SCC(=O)NCc2ccc(F)cc2)nc(=O)[nH]1	10%
CCOC(=O)c1c(S(=O)(=O)NCC(=O)Nc2ccc(F)cc2C)c(C)n(C)c1C	-8%
Cc1cccc(NC(=O)c2oc3ccc(S(=O)(=O)N4CCC5(CC4)OCCO5)cc3c2C)c1C	-31%
Cc1ccc(NC(=O)c2sc3ncnc(N(C)C4CCCCC4)c3c2C)c(C)c1	0%
CCCCN(CCCNC(=O)c1ccc(Sc2ccc(Cl)cc2)c(NC(C)=O)c1)c1ccccc1	24%
COC(=O)c1ccc(OCC2c3cc(OC)c(OC)cc3CCN2C(=O)c2ccccc2C)cc1 (stereo not given)	-2%
Cc1nc2ccccc2n1CCc1nc2c3ccccc3nc(SCC(=O)Nc3ccc(Br)cc3F)n2n1	-6%
CCCCNC(=O)CCCCCn1c(=O)[nH]c2ccccc2c1=O	-6%
CC(CNC(=O)C1CCN(Cc2cc3ccccc3n2Cc2ccccc2)CC1)c1ccccc1 (stereo not given)	-1%
Cc1ccc(CNC(=O)c2ccc3c(c2)nc(C)n3-c2cccc(F)c2)cc1	12%
CCC(=O)N1CCc2cc(Br)cc(S(=O)(=O)CCC(=O)Nc3ccc(C)c(C)c3)c21	2%
O=C(NC1(C(F)(F)F)C(=O)Nc2c1c(=O)[nH]c(=O)n2CCc1ccccc1)c1ccc(Cl)cc1 (stereo not given)	19%
CN(c1ncnc2c1c(-c1ccccc1)cn2-c1ccc(F)cc1)C1CCCCC1	?
COCCCNC(=O)c1ccc(NC(=O)N2CCCCc3ccccc32)cc1	-14%
CCC(=O)Nc1cc(C)c(O)c(-c2nc3ncccc3o2)c1	?
CSc1ccc(CNc2ncc(-c3ccccc3)n2C)cc1	20%
CCOCCSc1c(C)cnc2c1c(=O)n(C)c(=O)n2C	-4%
O=c1cc(-c2ccccc2)n2c(SCc3c(F)cccc3Cl)nnc2[nH]1	11%
Cc1nc(-c2ccc(C)c(S(=O)(=O)N3CCC(C(=O)NCc4ccc(F)cc4)CC3)c2)no1	-7%
CCc1ccc(NC(=O)CSC2=Nc3ccccc3C3=NC(CCC(=O)NCc4cccs4)C(=O)N23)cc1 (stereo not given)	-21%

As entered above:
BCR signal inh with `CCOC(=O)c1c(S(=O)(=O)NCC(=O)Nc2ccc(F)cc2C)c(C)n(C)c1C` = -8%
BCR signal inh with `Cc1cc(NS(=O)(=O)c2ccc3oc(=O)c4ncn(C)c4c3c2)ccc1Br` = -19%

Further entries.
SMILES	BCR signal inh
Cc1ccc2sc(N(Cc3cccnc3)C(=O)CCOc3ccccc3)nc2c1C	7%
Cc1cc(-n2c(C)nc3ccccc3c2=O)ccc1NC(=O)c1cccc([N+](=O)[O-])c1	-2%
Cc1ccc(CCNC(=O)c2ccc(CS(=O)(=O)Cc3ccc(Cl)cc3)o2)cc1	10%
Cc1cccc(N2CCN(C(=O)Cc3c(C(=O)O)c(C)cn3C)CC2)c1C	0%
COC(=O)c1ccc(OCC2c3cc(OC)c(OC)cc3CCN2C(=O)c2ccc(F)cc2)cc1 (stereo not given)	-15%
Cc1ccc(C)c(N2C(=O)N(Cc3cc(=O)n4ccccc4n3)c3ccccc3S2(=O)=O)c1	?
CCOc1ccc(NS(=O)(=O)c2ccc3[nH]cc(C(=O)NCCc4ccccc4)c(=O)c3c2)cc1	0%
Oc1c(C(c2ccc(F)cc2)N2CCOCC2)sc2nc(-c3ccco3)nn12 (stereo not given)	9%
COc1cc(NS(=O)(=O)c2cc(Br)cc3c2N(C(C)=O)C(C)C3)cc(OC)c1 (stereo not given)	-7%
Cc1c(F)cccc1NS(=O)(=O)c1cccs1	-4%
O=C(Nc1cccc(Cl)c1)c1cc(S(=O)(=O)N2CCCc3ccccc32)ccc1F	?
Cc1ccc(C(=O)Nc2ccc3c(c2)N(C)C(=O)c2ccccc2S3)cc1	-16%
O=C(CSc1nnc2[nH]c(=O)cc(-c3ccccc3)n12)Nc1ccc(F)cc1F	?
O=C(NCCC1=CCCCC1)c1ccc2c(c1)N(Cc1cccc(Cl)c1)C(=O)c1ccccc1S2=O (stereo not given)	?
Cc1c(C(=O)NC(C)c2ccccc2)sc2ncnc(N(C)C3CCCCC3)c12 (stereo not given)	9%
CCOCCCn1c(SCC(=O)Nc2ccc(OC)cc2OC)nc2ccccc2c1=O	-1%
COc1ccc(NC(=O)c2ccc(NC(=O)N3CCSc4ncccc43)cc2)cc1	?
COc1ccc(CCNC(=O)CN2C(=O)COc3ccccc32)cc1OC	-8%
CCOc1ccc(NC(=O)CSC2=Nc3ccccc3C3=NC(CCC(=O)NCc4cccs4)C(=O)N23)cc1 (stereo not given)	6%
CCOc1ccc(CCNC(=O)Cn2nc(-c3ccc(C)cc3)ccc2=O)cc1OCC	0%
Cc1ccc(C(c2sc3nc(-c4ccco4)nn3c2O)N2CCN(c3ccc(F)cc3)CC2)cc1 (stereo not given)	5%
CCc1ccc(OCC2c3cc(OC)c(OC)cc3CCN2C(=O)Cc2ccc(OC)c(OC)c2)cc1 (stereo not given)	-1%
CN1CC(=O)N(CC(=O)Nc2ccc(Cl)c(C(F)(F)F)c2)c2ccccc2C1=O	10%
CCOC(=O)c1c(NC(=O)c2ccc(S(=O)(=O)N(CC(C)C)CC(C)C)cc2)sc2c1CCN(C(=O)OCC)C2	?
CC(C)CCN1C(=O)N(c2ccccc2)C(=O)C1CC(=O)Nc1ccc(Cl)cc1 (stereo not given)	-26%
Remaining list, next part.
SMILES	BCR signal inh
CCc1ccccc1NC(=O)c1cc(S(=O)(=O)NC2CCCC2)ccc1F	-20%
CCCOc1ccc(-c2cccc(NS(=O)(=O)c3ccccc3)c2)nn1	-3%
O=C(CSc1nc(=O)n(CCN2CCOCC2)c2c1CCC2)Nc1cccc(Cl)c1	2%
Cc1ccc(C)c(N2CCN(C(=O)CSCc3ccccc3Cl)CC2)c1	6%
CCOC(=O)c1cnn2c(C(F)(F)F)cc(-c3ccc(Br)cc3)nc12	-21%
Cc1nc2ccccc2c(=O)n1-c1ccc(NC(=O)c2ccccc2[N+](=O)[O-])cc1	-1%
Cc1ccc(-n2ncc3c(N4CCCCCC4)ncnc32)cc1C	?
COc1cccc2cc(-c3nnc(Nc4ccccc4C)s3)c(=O)oc12	?
COc1cccc(N2CCN(C(=O)c3cnc4c(C)cccn4c3=O)CC2)c1	-18%
Cc1ccc(S(=O)(=O)C(CNC(=O)c2ccc(C(F)(F)F)cc2)c2ccco2)cc1 (stereo not given)	-1%
Cc1c(CCNC(=O)Cc2ccc(F)cc2)sc2nc(-c3ccc(F)cc3)nn12	-2%
O=C(Nc1cccc(Cl)c1)c1cc(-c2ccccc2)on1	?
COc1cccc(CSc2nc3n(n2)C(c2cccs2)C(C(=O)Nc2ccccc2C)=C(C)N3)c1 (stereo not given)	5%
CCOC(=O)c1c(NC(=O)c2cc3nc(-c4ccc(OC)cc4)cc(C(F)(F)F)n3n2)sc2c1CCC(C)C2 (stereo not given)	-23%
Cc1cc(=O)[nH]c2nnc(SCc3ccc(Cl)cc3Cl)n12	2%
Cc1ccc(NC(=O)CSc2nc(=O)n(Cc3ccccn3)c3c2CCC3)cc1F	?
CCC1=Nc2cc(C(=O)NCc3ccccc3OC)ccc2Sc2ccc(Cl)cc21	?
CCc1c(-c2ccccc2)nc2ccccc2c1C(=O)NC(C)c1ccccc1 (stereo not given)	?
CCN(CC)C(=O)c1sc2c(c1C)c(=O)n(-c1ccc(OC)cc1OC)c(=O)n2CC(=O)c1ccc(Cl)cc1	?
FC(F)(F)c1ccc(-c2noc(-c3ccccc3Br)n2)cc1	?
O=C(NCCCN1CCOCC1)c1ccc2c(c1)N(Cc1cccc(Cl)c1)C(=O)c1ccccc1S2	?
COc1ccc2cc(-c3nc4ccc(C(=O)O)cc4[nH]3)c(=O)oc2c1	?
COc1ccc(-c2ccc(=O)n(CC(=O)Nc3ccc(Br)cc3F)n2)cc1	0%
O=C(COCc1cc(-c2ccc(F)cc2)on1)Nc1cc(F)ccc1F	?
CCC(C)NC(=O)CSc1nc2c(sc3ccccc32)c(=O)n1CCc1ccc(OC)c(OC)c1 (stereo not given)	3%
Later entries:
SMILES	BCR signal inh
COc1ccccc1NC(=O)c1c(NCc2sccc2C)sc2c1CCCCC2	-24%
Cc1cc(=O)[nH]c2nnc(SCC(=O)Nc3ccc(F)cc3F)n12	?
CCOc1ccc(N2CC(NC(=O)C3CCCC3)CC2=O)cc1 (stereo not given)	12%
Cc1cccc(CSc2nnc3[nH]c(=O)cc(-c4ccccc4)n23)c1	?
CCC(C)Nc1ncnc2c1cnn2-c1ccc(F)cc1 (stereo not given)	?
CCOc1ccccc1NC(=O)CCn1cnnn1	5%
Cc1ccc(CNC(=O)c2ccc(CSCc3cccc(C)c3)o2)cc1	-4%
CCC(Sc1ncccc1C(=O)Oc1ccccc1Cl)C(=O)Nc1ccccc1OC (stereo not given)	15%
CN(C)c1ccc(CNC(=O)Cn2c(=O)oc3cc(S(=O)(=O)NCc4ccccc4)ccc32)cc1	2%
Cc1cccc(NC(=O)CSc2nc(=O)n(Cc3cccnc3)c3c2CCC3)c1	?
CCOc1ccc(-c2nnc(SCC(=O)Nc3cccc(OC)c3)nc2-c2ccc(OCC)cc2)cc1	-4%
O=C(CSc1nc(-c2ccccc2)cn1-c1ccccc1F)Nc1ccc(F)cc1	?
CCCCn1c(SCC(=O)NCc2ccc(C)cc2)nc2c(sc3ccccc32)c1=O	?
CCCCN1CCCc2cc(CN(CCCN3CCOCC3)C(=O)Nc3ccc(CC)cc3)ccc21	2%
O=C(Nc1cc2ccc(O)cc2oc1=O)c1ccccc1	?
CCOC(=O)c1c(S(=O)(=O)N2CCCC(C(=O)Nc3cccc(CC)c3)C2)c(C)n(CC)c1C (stereo not given)	-1%
COC(=O)c1ccc2c(=O)n3nc(Nc4ccc(F)cc4F)sc3nc2c1	-3%
CCCCSCCCNC(=O)c1c[nH]c2ccc(S(=O)(=O)Nc3cccc(OC)c3)cc2c1=O	3%
COc1ccc(OCC(=O)Nc2ccc3c(c2)N(C)C(=O)c2ccccc2S3)cc1	1%
CCCOc1ccc(OC(=O)c2sc3ncn(Cc4cccc(F)c4)c(=O)c3c2C)cc1	-27%
Oc1c(C(c2ccc(Cl)cc2Cl)N2CCCC2)sc2nc(-c3ccco3)nn12 (stereo not given)	23%
Cc1ccc(CSCCC(=O)N2CCN(c3cc(C)ccc3C)CC2)cc1	2%
CCOC(=O)c1c(S(=O)(=O)N2CCC(C(=O)Nc3ccc(C)cn3)CC2)c(C)n(C)c1C	0%
CCc1ccc(CNC(=O)c2cc(=O)[nH]c3ccc(S(=O)(=O)N4CCCCC4)cc23)cc1	-7%
Cc1ccc(-n2cnc3cc(C(=O)NC4CCCCCC4)ccc32)cc1Cl	-1%
(further entries)
SMILES	BCR signal inh
COc1ccc(N2CCN(C(CNS(=O)(=O)c3ccc(OC)c(C)c3)c3ccco3)CC2)cc1 (stereo not given)	11%
Cc1ccc(Cl)cc1-n1ncc2c(N3CCCCCC3)ncnc21	?
Cc1c(CCNC(=O)c2c(F)cccc2F)sc2nc(-c3ccc(F)cc3)nn12	-2%
CCSc1nnnn1-c1cccc(C(=O)O)c1	6%
Cc1ccc(S(=O)(=O)C(CNC(=O)c2c(F)cccc2F)c2ccco2)cc1 (stereo not given)	9%
CCOC(=O)c1ccc(NC(=O)c2c(NCc3ccc(OC)c(OC)c3OC)sc3c2CCC(C)C3)cc1 (stereo not given)	?
COc1ccc(NC(=O)CSC2=Nc3ccccc3C3=NC(CCC(=O)NCc4ccco4)C(=O)N23)cc1 (stereo not given)	-1%
Cc1cccc(C)c1NC(=O)Cn1c(=O)n(Cc2ccccc2)c(=O)c2c(C)c(C(=O)N(C)C)sc21	-5%
Cc1cccc(C(=O)Nc2ccc(-c3nc4ncccc4o3)cc2C)c1	21%
O=C(NNc1ncnc2c1cnn2-c1ccccc1)c1ccccc1	?
Cc1nc2nc(SCc3c(F)cccc3Cl)nn2c(C)c1Cc1ccccc1	?
CCCn1ccc2c(OCC(=O)NCc3ccc(C)cc3)cccc2c1=O	?
CC(=O)c1ccc(NC(=O)c2nc3ccccc3n(C)c2=O)cc1	5%
Cc1ccc(CNC(=O)N2CCC(CN3CCC(C)CC3)CC2)cc1	0%

Molecules from the list above with two or more sulfur atoms, in the order listed:
SMILES	BCR signal inh
CCc1ccc(NC(=O)CSC2=Nc3ccccc3C3=NC(CCC(=O)NCc4cccs4)C(=O)N23)cc1 (stereo not given)	-21%
Cc1c(F)cccc1NS(=O)(=O)c1cccs1	-4%
CCOc1ccc(NC(=O)CSC2=Nc3ccccc3C3=NC(CCC(=O)NCc4cccs4)C(=O)N23)cc1 (stereo not given)	6%
CCOC(=O)c1c(NC(=O)c2ccc(S(=O)(=O)N(CC(C)C)CC(C)C)cc2)sc2c1CCN(C(=O)OCC)C2	?
COc1cccc(CSc2nc3n(n2)C(c2cccs2)C(C(=O)Nc2ccccc2C)=C(C)N3)c1 (stereo not given)	5%
CCC(C)NC(=O)CSc1nc2c(sc3ccccc32)c(=O)n1CCc1ccc(OC)c(OC)c1 (stereo not given)	3%
COc1ccccc1NC(=O)c1c(NCc2sccc2C)sc2c1CCCCC2	-24%
CCCCn1c(SCC(=O)NCc2ccc(C)cc2)nc2c(sc3ccccc32)c1=O	?
CCCCSCCCNC(=O)c1c[nH]c2ccc(S(=O)(=O)Nc3cccc(OC)c3)cc2c1=O	3%
